Gli-Sufu antag: blocks Gli-Sufu signaling in a luciferase reporter | Sufu-KO-LIGHT fibroblasts, Gli luciferase reporter luminescence | 0.74% of 340,000 active | inhibition, % at 5 µM | AID 588413;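 active = inhibition above about 55%, limit read from the data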;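 note: 0% = DMSO-treated cells and 100% = wells with medium but no cells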
CXCR6 block: blocks human CXCR6 beta-arrestin recruitment; CHO-K1 PathHunter CXCR6 beta-arrestin, luminescence; O00574; 0.36% of 360,000 active; AID 602244; inhibition, % at 20 µM; in the data active = inhibition above about 34%, passing the limit was not always enough;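 note: antagonist mode with CXCL16 agonist at 10 nM final; 0% = 10 nM CXCL16 with DMSO and 100% = unstimulated wells without agonist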
Target sequence (O00574 whole entry, looked up): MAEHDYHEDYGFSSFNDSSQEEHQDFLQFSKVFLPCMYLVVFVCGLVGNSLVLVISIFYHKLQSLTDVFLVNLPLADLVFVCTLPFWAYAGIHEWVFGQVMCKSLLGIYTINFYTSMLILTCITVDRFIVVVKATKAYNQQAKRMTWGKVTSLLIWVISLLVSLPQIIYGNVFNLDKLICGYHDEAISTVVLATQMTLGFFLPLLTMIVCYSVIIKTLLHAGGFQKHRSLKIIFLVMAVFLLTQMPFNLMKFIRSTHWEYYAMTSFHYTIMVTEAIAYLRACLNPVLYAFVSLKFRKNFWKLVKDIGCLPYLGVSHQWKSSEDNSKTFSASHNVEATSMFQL
Mdm2 MdmX PPI: human Mdm2/MdmX binding inhibition. inhibition, % at 8 µM. SaOS-2 split-luciferase Mdm2/MdmX complementation, luminescence. 3% of 330,000 active. O15151+Q00987;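 active = inhibition of at least 50% at 8 µM in the primary screen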
UPR XBP1 act: activators of adaptive arm of unfolded protein response (XBP1). CHO-XBP1 luciferase reporter, IRE1-XBP1 UPR activation, luminescence; percent of tunicamycin response, DMSO as zero. activation, % at 20 µM. 0.33% of 330,000 active;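 active = versus positive control, 20 µM dose yields 30% or more activation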;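 note: 100% = tunicamycin at 10 µg/mL and 0% = DMSO only wells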
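Test system: CHO-XBP1 luciferase reporter cells | Buffer or medium: Serum-containing F12 medium, 10% FBS | Schedule: 6 h compound exposure at 37 °C, 5% CO2 | Detection: Steady-Glo luciferase glow luminescence, 10 min after reagent addition | Read-out basis: Activation, % of tunicamycin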
CCR6 antag: antagonists of human CCR6 receptor | P51684 | CHO-K1 CCR6 PathHunter beta-arrestin, luminescence, CCL20-stimulated | inhibition, % at 20 µM | 0.49% of 340,000 active;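 active = compounds whose inhibition of the agonist-driven luminescence signal at 20 µM reaches about 50%, limit read from the data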;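 note: cells stimulated with CCL20 at 14 nM final; plate controls were DMSO with CCL20 for no effect and DMSO without agonist for full effect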
UPR CHOP act: activators of apoptotic arm of unfolded protein response (CHOP); CHO-CHOP luciferase reporter, UPR activation, luminescence; percent of tunicamycin response over DMSO baseline; activation, % at 10 µM; 0.34% of 330,000 active; AID 449763;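 active = at 10 µM dose, activation of 40% or more, normalized to positive control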;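 note: 100% = tunicamycin at 10 µg/mL and 0% = DMSO alone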
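Test system: CHO-CHOP cells, stable luciferase reporter of PERK-eIF2a-CHOP signalling | Quantity: 500 CHO-CHOP cells per well | Buffer or medium: F12 plus 10% serum | Compound dosing: 10 µM single point, 0.5% DMSO | Schedule: 6 h compound treatment, 37 °C | Signal: Luciferase luminescence | Control set: Tunicamycin high control, DMSO low control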
EBI2 block: antagonists of human EBI2 receptor; P32249; EBI2 beta-arrestin recruitment, luminescence, 7a,25-OHC stimulated; inhibition, % at 5 µM; 0.81% of 360,000 active; AID 651636; in the data active = inhibition above about 38%;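 note: enzyme fragment complementation signal reports receptor beta-arrestin coupling in cells; 0% = agonist plus DMSO wells and 100% = wells without agonist; some results beyond the cut were filed as inactive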
Target sequence (P32249 whole entry, looked up, the tested form may be a part): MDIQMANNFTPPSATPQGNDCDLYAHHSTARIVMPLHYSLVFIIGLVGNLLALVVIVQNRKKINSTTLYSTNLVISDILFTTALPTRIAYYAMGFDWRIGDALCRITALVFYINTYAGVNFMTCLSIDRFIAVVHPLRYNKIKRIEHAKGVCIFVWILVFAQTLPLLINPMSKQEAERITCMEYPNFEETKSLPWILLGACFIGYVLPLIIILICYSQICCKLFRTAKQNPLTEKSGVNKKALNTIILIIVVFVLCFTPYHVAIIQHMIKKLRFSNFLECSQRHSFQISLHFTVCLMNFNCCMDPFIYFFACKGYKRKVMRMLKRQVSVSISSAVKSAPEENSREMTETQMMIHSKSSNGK
697 NFkB inh: inhibitors of the PMA/ionomycin-induced NF-kB reporter in 697 B cells; inhibition, % at 4 µM; 697 B-cell NF-kB luciferase reporter, 16 h; 0.33% of 330,000 active; AID 435022; in the data active = inhibition above about 35%
Jurkat NFkB inh: lowers PMA/ionomycin-induced NF-kB signal in Jurkat cells; PMA/ionomycin-induced NF-kB luciferase reporter, luminescence; inhibition, % at 4 µM; 0.53% of 330,000 active; in the data active = inhibition above about 50%
* = called active by the depositor; . = not tested or not shown. This is a subset. The share of hits here may be higher or lower than overall.

SMILES	Gli-Sufu antag	CXCR6 block	Mdm2 MdmX PPI	UPR XBP1 act	CCR6 antag	UPR CHOP act	EBI2 block	697 NFkB inh	Jurkat NFkB inh
C#C[C@]1(O)CC[C@H]2[C@@H]3CCC4=Cc5nc6nc7ccccc7n6cc5C[C@]4(C)[C@H]3CC[C@@]21C	-12	14	55*	2	15	22	27	-29	22
COc1ccc(CC(=O)N(C)C2CCCN(Cc3ccccc3F)C2)cc1OC (stereo not drawn)	1	2	9	0	11	1.4	-22	2	-2
C[C@]12CCC(=O)C[C@H]1CC[C@@H]1[C@@H]2CC[C@]2(C)[C@@H](O)CC[C@@H]12	.	.	-5	4	.	-1.7	.	-11	-9
COC(=O)C1=C(c2cc3ccccc3o2)C[C@@H]2CC[C@H]1N2C(=O)NC(C)C	-1	2	4	-2	2	3.0	-6	17	-6
COc1ccc(CC2c3cc(OC)c(OC)cc3CCN2C)cc1OC (stereo not drawn)	8	2	4	-1	2	-0.1	-2	1	-3
CC[C@H](C)/C=C(C)/C=C/C1=CC2=C(Cl)C(=O)[C@](C)(OC(C)=O)C(=O)C2=CO1	0	4	20	0	20	1.1	2	23	3
O=C1NC(=O)C(=Cc2c(Cl)cccc2Cl)C(=O)N1	5	-3	.	.	2	.	-41	.	.
CC(CC(C#N)(c1ccccc1)c1ccccc1)N(C)C (stereo not drawn)	14	-2	9	-3	10	-1.1	10	-13	-14
COC1=CC(=O)[C@]2(C=C1OC)OC[C@@H]1Oc3c(ccc4c3C=CC(C)(C)O4)C(=O)[C@@H]12	85*	.	2	0	-9	3.4	.	78*	52*
O=S(=O)(c1ccc(O)cc1)c1ccc(O)cc1	0	-9	-11	-1	4	0.7	-10	11	11
N[C@@H](Cc1c[nH]c2ccccc12)c1nnc(SCc2ccccc2F)o1	9	-9	0	-1	-13	-1.9	2	26	2
O=C1C2CCN(CC2)C1Cc1ccc(OCc2ccccc2)cc1 (stereo not drawn)	42	-4	-30	2	10	3.8	-10	13	-1
COc1cccc(C(=O)C2CCCN(Cc3cccc4c3OCO4)C2)c1 (stereo not drawn)	22	-6	9	-1	32	0.0	21	5	-15
O=C(C1CCN(c2nc3ccc(Br)cc3s2)CC1)N1CCC2(CC1)OCCO2	-20	5	4	-4	12	1.1	56*	-48	14
Cc1ccc(-n2nc(C)cc2NC(=O)COc2cc(C)cc3oc(=O)c4c(c23)CCC4)cc1	6	6	10	-2	-18	3.1	25	10	1
C[C@@H]1O[C@@H](O[C@@H]2C=C3CCC4C(CC[C@]5(C)[C@@H](c6ccc(=O)oc6)CC[C@]45O)[C@@]3(C)CC2)[C@H](O)[C@H](O)[C@H]1O (stereo partly drawn)	1	-9	83*	-7	-23	-2.4	-48	102*	100*
COC(=O)C1C2c3ccccc3C(c3ccccc32)C1C(=O)OC (stereo not drawn)	0	-1	24	1	3	2.4	4	13	-1
Cc1c(N=Cc2c(O)n(CCc3ccccc3)c(=O)[nH]c2=O)c(=O)n(-c2ccccc2)n1C	6	8	12	-3	-18	-2.7	-8	-5	-13
COc1ccc(C2C(C(=O)N3CCC4(CC3)OCCO4)c3cc(OC)c(OC)cc3C(=O)N2C)cc1 (stereo not drawn)	7	2	16	-1	0	0.2	7	15	0
CCC1=CCN(CCc2c(C)[nH]c3ccccc23)CC1	-1	3	2	-3	4	-1.3	-3	7	0

Overlap with the part before: 4 compounds, then new ones.
SMILES	Gli-Sufu antag	CXCR6 block	Mdm2 MdmX PPI	UPR XBP1 act	CCR6 antag	UPR CHOP act	EBI2 block	697 NFkB inh	Jurkat NFkB inh
COC(=O)C1C2c3ccccc3C(c3ccccc32)C1C(=O)OC (stereo not drawn)	0	-1	24	1	3	2.4	4	13	-1
Cc1c(N=Cc2c(O)n(CCc3ccccc3)c(=O)[nH]c2=O)c(=O)n(-c2ccccc2)n1C	6	8	12	-3	-18	-2.7	-8	-5	-13
COc1ccc(C2C(C(=O)N3CCC4(CC3)OCCO4)c3cc(OC)c(OC)cc3C(=O)N2C)cc1 (stereo not drawn)	7	2	16	-1	0	0.2	7	15	0
CCC1=CCN(CCc2c(C)[nH]c3ccccc23)CC1	-1	3	2	-3	4	-1.3	-3	7	0
CC1CN(c2ccc([N+](=O)[O-])c3cccnc23)CC(C)N1 (stereo not drawn)	-10	2	20	-3	-1	0.9	-1	-275	-16
CN(C)C(=O)Oc1cc(=O)n2c3c(cccc13)CCC2	-3	-3	19	3	1	6.2	-12	-8	-14
CCOC(=O)C1=C(N)OC2=C(C(=O)CC(C)(C)C2)C12C(=O)Nc1ccccc12 (stereo not drawn)	3	-9	19	-1	-8	0.4	-13	9	2
CC1CC(C)CN(CC(=O)c2ccc(OC(F)F)cc2)C1 (stereo not drawn)	3	12	-8	0	32	2.3	-3	-19	0
COC(=O)C1=C(c2ccc(Cl)c(C(F)(F)F)c2)C[C@@H]2CC[C@H]1N2C(=O)NCc1ccc2c(c1)OCO2	6	17	17	-3	11	-0.7	6	-2	10
CC(C(=O)c1cn(C)c2ccccc12)c1ccccc1 (stereo not drawn)	6	-2	23	-1	2	-2.6	1	3	-4
CCNc1nc2[nH]c(=O)c3c(c2s1)OC(N)=C(C#N)C3c1cccs1 (stereo not drawn)	-34	5	18	-4	6	4.9	-14	9	0
COC(=O)C1=CO[C@@H](C)[C@H]2CN3CC[C@]4(C(=O)Nc5ccccc54)[C@@H]3C[C@H]12	-1	-3	5	-2	6	0.7	-1	5	3
CCOc1cc2c(cc1OCC)-n1cccc1C(c1cccc(F)c1F)NC2 (stereo not drawn)	9	15	31	0	16	1.3	8	11	2
CN1C(=O)C(=Cc2ccc(N3CCCCCC3)o2)C(=O)N(C)C1=S	-17	19	13	5	34	8.6	12	-31	-37
C=CCn1c(O)c(C(CC)=NC(C)c2ccccc2)c(=O)[nH]c1=O (stereo not drawn)	17	0	49	0	-1	-1.4	0	61*	-8
COc1cc2c(c(OC)c1OC)-c1ccc(O)cc1C(NC(C)=O)CC2 (stereo not drawn)	47	-6	.	.	3	.	-20	.	.
O=C1NC(=O)N(CC2CCCO2)C(=O)/C1=C/c1cccs1 (stereo not drawn)	-31	-12	17	0	-3	1.5	-1	21	7
CCC(C)C12CN3CCN(CC(C)(C3)C1O)C2 (stereo not drawn)	26	-5	9	-2	4	2.2	-10	8	9
CN1C(=O)C[N+]([O-])=C(c2ccccc2)c2cc(Cl)ccc21	-7	2	.	.	9	.	-10	.	.
COC(=O)C1=C(c2ccc(OCc3ccccc3)cc2)C[C@@H]2CC[C@H]1N2C(=O)NCc1cccc(OC)c1	15	15	0	4	16	3.7	57*	15	8
CCCCn1c(O)c(C(CC)=NCCCN(C)C)c(=O)[nH]c1=O	7	-2	3	-3	-7	-2.2	-17	5	2
COC(=O)C1C2c3ccccc3OC1(C)N=c1s/c(=C/c3cnn(C)c3)c(=O)n12 (stereo not drawn)	-5	9	11	1	7	-1.0	-4	25	9
NCCc1ccc(OCc2ccccc2)c(OCc2ccccc2)c1	4	-22	92*	29	9	4.8	-24	11	21
CC(=O)OC1N=C(c2ccccc2)c2ccccc2NC1=O (stereo not drawn)	6	1	14	-4	9	-1.4	-5	10	3
COc1ccc(C(=O)C2CCCN(Cc3ccsc3)C2)cc1OC (stereo not drawn)	27	-6	-7	-4	4	-2.9	2	-5	-11
CC1=CC2OC3CC4OC(=O)C=CC=CC(C(C)O)OCC(O)C5(C)OC5C(=O)OCC2(CC1O)C4(C)C31CO1 (stereo not drawn)	88*	0	.	.	5	.	1	.	.
CCOc1ccc(N)cc1	2	0	.	.	4	.	-13	.	.
CCOS(C)(=O)=O	-17	2	15	-1	-8	0.9	0	13	4
C=CCc1cc(OC)c2c(c1)OCO2	-3	-5	9	0	10	1.7	1	23	7
OCCN(CC#CC(O)(c1ccccc1)C1CCCC1)CCO (stereo not drawn)	4	-12	16	-2	6	1.0	-8	-1	11
CC1=CC(=O)OC2CC3OC4C[C@@H](C)C5OC6CC7O[C@]8(C)C/C=C\C9OC%10CC%11OC(CC(C)C%12OCCO%12)CC(O)[C@]%11(C)OC%10CC9OC8C[C@]7(C)O[C@]6(C)CCC5OC4C[C@]3(C)OC12 (stereo partly drawn)	22	-3	41	-2	-16	8.5	7	3	24
Cc1ccc(C2SCC(=O)Nc3c2c(=O)[nH]n3C2CCOC(C)(C)C2)cc1 (stereo not drawn)	0	-3	2	0	2	-0.5	-20	15	3
Cc1occc1C(=O)N1CCC2(CC1)OCCO2	1	-1	31	-2	-1	-0.7	-5	9	4
O=C(O)Cn1cc(/C=C2\C(=O)NC(=O)N(c3ccc(Cl)cc3)C2=O)c2ccccc21	3	2	22	-6	16	2.0	-3	7	11
O=C(Nc1ccc2c(c1)OCO2)c1cn(Cc2ccc(F)cc2)nn1	-21	2	-40	2	12	4.9	-8	-3	-10
COc1ccc(N=C2SCCCN2C)cc1	4	-3	-16	-1	-4	0.5	1	-6	-1
Cc1ccc2ccccc2c1NC(=O)CNC1CCCCC1	3	-2	-42	-1	-9	1.5	-1	-23	0
CCOc1ccc2c(c1)c(C(C)=O)c(C)n2Cc1ccco1	-6	0	-22	1	0	0.4	2	-22	-5
COc1ccc(OC)c(CN2CCN(C(=O)COc3cccc(C)c3)CC2)c1	0	-21	10	2	-2	-0.7	27	5	-14

Three compounds from above, showing only EBI2 block and CCR6 antag:
Molecule	EBI2 block	CCR6 antag
N[C@@H](Cc1c[nH]c2ccccc12)c1nnc(SCc2ccccc2F)o1	2	-13
Cc1ccc2ccccc2c1NC(=O)CNC1CCCCC1	-1	-9
CN1C(=O)C[N+]([O-])=C(c2ccccc2)c2cc(Cl)ccc21	-10	9

Assay outcomes as filed in PubChem BioAssay.
